Assay outcomes deposited in PubChem by Broad Institute.
XiGFP reactiv = activators of X-chromosome reactivation in mouse fibroblasts | XiGFP mouse fibroblasts, % GFP-positive cells imaging, 3 d; cells co-treated with 5-aza-dC sensitizer; scaled so ellipticine positive control = 100% | activation, % at 7.58 µM | actives 0.055% (n = 360,000) | AID 743238;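 active = mean normalized replicate activation at least 10% and every replicate at or above 10%; inconclusive = only one of the two criteria met; inactive = mean below 10% and not all replicates reach 10%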;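 also: 0% = median of on-plate neutral control wells and 100% = ellipticine 6 µM median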
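System: XiGFP fibroblasts, SV40-immortalized. Medium: DMEM plus 5-aza-dC sensitizer. Doses: single point. Timing: 3 d treatment, 15 min room-temperature fixation. Control set: ellipticine 6 µM.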
EWS-Fli inh = EWS/Fli transcriptional activity inhibition; A673 NR0B1-luciferase reporter, viability-normalised; inhibition, % at 12.6 µM; actives 0.67% (n = 350,000); AID 651661;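 active = mean inhibition of at least 50% after viability correction, with every replicate also passing that limit; inconclusive = mean reaches 50% but only one of two replicates passes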;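 also: firefly luciferase signal divided by Alamar Blue viability fluorescence both relative to DMSO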
S100A4 MyoIIA = S100A4-myosin IIA interaction inhibition; inhibition, % at 10.7 µM; actives 0.14% (n = 360,000); S100A4/TAMRA-MyoIIA peptide fluorescence polarization;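 active = mean inhibition of at least 70% across replicates, with every replicate also reaching that level; inconclusive = mean inhibition reaches 70% but some replicates fall short; inactive = mean inhibition below 70%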
Target sequence (P26447 whole entry, looked up): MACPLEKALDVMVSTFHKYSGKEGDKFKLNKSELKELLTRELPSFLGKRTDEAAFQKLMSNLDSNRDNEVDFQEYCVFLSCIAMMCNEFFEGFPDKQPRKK
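Material: human S100A4 monomer with TAMRA-labelled myosin IIA peptide; buffer or medium: HEPES pH 7.2 with CaCl2, KCl, NaCl, DTT, Triton; compound dosing: one concentration per compound; schedule: 5 min incubation before reading; benchmarks: neutral control DMSO, positive control TFP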
FN deposit inh = fibronectin deposition inhibition; AH1F fibroblasts, Alexa488-fibronectin deposition fluorescence, overnight; inhibition, % at 12.6 µM; actives 0.086% (n = 350,000); AID 743247;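 active = mean inhibition across replicates of 30% or more, regardless of how many single replicates reach that level; inconclusive = mean under 30% yet at least half of replicates reach 30%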;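 also: positive control wells lacked labelled fibronectin entirely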
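Test system: AH1F fibroblast monolayer depositing Alexa488-labelled fibronectin into matrix. Input: 10000 cells per well. Technique: fluorescence, ex 485 nm, em 525 nm. Buffer or medium: DMEM plus 2% serum, read in PBS. Timing: 1 h cell adhesion before compound, then overnight fibronectin incubation. Compound: single dose, pinned. Read-out basis: inhibition from reduced deposited-fibronectin fluorescence.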
RAD54 branch = inhibitors of human RAD54 branch migration | Q92698 | actives 0.14% (n = 360,000) | inhibition, % at 10.4 µM | RAD54 Holliday junction branch migration, FAM/BHQ fluorescence;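 active = mean normalized replicate activity at least 40 and at least half of replicates scoring 40 or more; inconclusive = only one of the two criteria met; inactive = mean below 40 and under half of replicates reaching 40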;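 also: 0% = median of neutral control wells and 100% = median of positive control wells; inhibitors cause a drop in the FAM fluorescence signal; in these data hits start at about 50%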
Target sequence (Q92698 whole entry, looked up): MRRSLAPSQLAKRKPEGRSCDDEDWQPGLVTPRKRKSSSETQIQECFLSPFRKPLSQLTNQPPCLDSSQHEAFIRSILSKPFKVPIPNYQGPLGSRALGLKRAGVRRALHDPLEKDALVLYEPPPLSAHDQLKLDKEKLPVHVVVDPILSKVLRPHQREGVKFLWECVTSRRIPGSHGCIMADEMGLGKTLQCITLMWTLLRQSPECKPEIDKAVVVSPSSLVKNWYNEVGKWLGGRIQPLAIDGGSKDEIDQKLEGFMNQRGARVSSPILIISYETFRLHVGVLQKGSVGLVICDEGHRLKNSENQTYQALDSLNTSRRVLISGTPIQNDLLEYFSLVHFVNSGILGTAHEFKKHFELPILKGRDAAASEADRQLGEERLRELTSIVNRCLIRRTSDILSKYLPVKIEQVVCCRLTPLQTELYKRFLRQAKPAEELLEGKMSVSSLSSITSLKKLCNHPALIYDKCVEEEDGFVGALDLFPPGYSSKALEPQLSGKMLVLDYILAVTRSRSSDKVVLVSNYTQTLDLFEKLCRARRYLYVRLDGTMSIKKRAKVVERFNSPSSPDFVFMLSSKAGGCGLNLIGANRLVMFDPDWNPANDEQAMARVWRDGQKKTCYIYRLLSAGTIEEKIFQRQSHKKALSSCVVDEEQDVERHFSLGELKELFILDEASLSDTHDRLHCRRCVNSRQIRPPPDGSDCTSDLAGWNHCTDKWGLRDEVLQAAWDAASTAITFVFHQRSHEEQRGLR
esBAF inh = blocks esBAF chromatin remodeling in mouse ES cells; Bmi1-luciferase knock-in reporter, 24 h; 100% = twice the neutral-well signal; AID 602393; reporter increase, % at 12.5 µM; actives 2% (n = 350,000); in the data active = activation above about 40%; inconclusive = no clear call, values can overlap the other calls;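 also: 0% = median of the plate's neutral control wells and 100% = double that signal; a rise in the Bmi1 reporter signal indicates esBAF inhibition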
E-selectin induc = induces E-selectin expression in human endothelial cells; P16581; HUVEC E-selectin immunofluorescence imaging; normalized: neutral wells 0, TNF-alpha wells 100; activation, % at 7.58 µM; actives 0.37% (n = 260,000); AID 686992;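 active = mean E-selectin-positive cell signal at least 10% of the positive control, reached in at least 60% of replicates, without over 20% cell loss; inconclusive = no rule given, readout overlaps actives, possibly toxicity-flagged; inactive = the rest, including those meeting only one limit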;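 also: in these data hits start at about 27%; measured in HUVEC primary endothelial cells; signal is the percent of cells scored E-selectin positive by PE staining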
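Test system: HUVEC; input: 3,000 HUVEC/well; measured by: immunofluorescence imaging; read-out: % PE-positive cells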
RAD52 inh = RAD52 (human) annealing inhibition; actives 0.46% (n = 360,000); recombinant RAD52 DNA annealing, FRET fluorescence; inhibition, % at 18.7 µM; P43351;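 active = every replicate showing at least 50% inhibition; inconclusive = mean inhibition at least 50% but not in every replicate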
* marks the source's active call; other numbers are inactive results; ? = inconclusive; / = not tested or not shown.

Sample of the layout:
SMILES	XiGFP reactiv	EWS-Fli inh	S100A4 MyoIIA	FN deposit inh	RAD54 branch	esBAF inh	E-selectin induc	RAD52 inh
CC(C)(C)c1ccc(OCC(=O)NCC(c2cccs2)N2CCOCC2)cc1 (stereo not given)	-0.2	2	0	-1	1	-8	0.2	-1
CN(C)S(=O)(=O)c1ccc(N2CCCC2)c(C(=O)NCC2CCCO2)c1 (stereo not given)	0.5	1	-4	-6	-1	-8	/	-10
O=C(N/N=C/c1ccccc1O)c1cccc2ccccc12	0.1	-24	-6	9	2	-49	/	-2
O=Cc1cn[nH]c1-c1ccccc1	0.1	9	3	22	/	/	/	-13
COc1ccc(NC(=S)NCc2ccc(F)cc2)cc1	0.0	-6	-4	-4	-2	42*	/	-9

The whole of this part (from the top)
SMILES	XiGFP reactiv	EWS-Fli inh	S100A4 MyoIIA	FN deposit inh	RAD54 branch	esBAF inh	E-selectin induc	RAD52 inh
CC(C)(C)c1ccc(OCC(=O)NCC(c2cccs2)N2CCOCC2)cc1 (stereo not given)	-0.2	2	0	-1	1	-8	0.2	-1
CN(C)S(=O)(=O)c1ccc(N2CCCC2)c(C(=O)NCC2CCCO2)c1 (stereo not given)	0.5	1	-4	-6	-1	-8	/	-10
O=C(N/N=C/c1ccccc1O)c1cccc2ccccc12	0.1	-24	-6	9	2	-49	/	-2
O=Cc1cn[nH]c1-c1ccccc1	0.1	9	3	22	/	/	/	-13
COc1ccc(NC(=S)NCc2ccc(F)cc2)cc1	0.0	-6	-4	-4	-2	42*	/	-9
CC12CCC(=O)N1C(C(=O)N1CCN(c3ccccc3)CC1)CS2 (stereo not given)	0.2	10	-3	0	0	/	0.2	10
CCOC(=O)c1c(O)c2c([nH]c1=O)CCCC2	/	/	-3	3	-2	-1	/	/
O=C(CN1CCSC1=O)Nc1ccc(N2CCOCC2)cc1	-0.1	-20	0	-8	-7	-12	0.7	5
CCCCNC(=O)C[C@@H]1C[C@@]2(C(=O)OC)CCCCC=C2N(Cc2ccc3c(c2)OCO3)C1=O	-0.1	0	-2	10	/	/	0.4	7
CSc1ncc(C(=O)Nc2cccnc2)c(C(F)(F)F)n1	0.3	-11	0	/	-2	-5	/	-38
Cc1cc(SCC(=O)N/N=C/c2ccc(C(=O)O)cc2)nc2ccccc12	-0.1	-3	3	2	3	-4	0.0	-14
COc1cccc(CN(CCC(C)C)S(=O)(=O)c2cc(Br)ccc2Br)c1	0.1	-3	8	3	1	-7	-2.0	-10
Cc1ccc(C(C)NC(=O)COC(=O)C2=COCCO2)cc1C (stereo not given)	0.0	-1	-3	2	-1	-3	/	-13
CCC/C=C(\CCC)C(NS(=O)(=O)c1cccc2cccnc12)c1ccc(C(=O)OC)cc1 (stereo not given)	0.0	0	10	-9	/	/	-0.1	-9
Cc1onc(-c2ccccc2)c1C(=O)Nc1ccc(OC(C)C)cc1	0.1	-1	1	-5	6	-1	/	-12
COc1cc(C(=O)N2CCN(c3cccc(Cl)c3)CC2)ccc1OCC(=O)N1CCOCC1	0.2	8	-5	-2	4	-1	0.6	-2
O=C(CSc1ccc(-c2cccnc2)nn1)Nc1ccc(F)cc1F	0.1	/	1	-3	-17	3	0.0	-25
CC1CC(C)CN(c2oc(-c3ccccc3F)nc2C#N)C1 (stereo not given)	-0.1	6	-2	-19	-2	-5	/	-10
C=CC[C@@H](Cc1ccc(F)cc1)C(=O)OC[C@H]1CCCN1C(=O)[C@H](CC=C)CC(=O)NCCO	0.2	-16	-20	5	0	0	0.0	2
O=C(C[C@@H]1CC[C@@H]2[C@H](COC[C@@H](O)CN2S(=O)(=O)c2ccc(F)cc2)O1)N[C@H]1CCN(Cc2ccccc2)C1	-0.1	-4	0	-6	10	-3	0.0	-7
CCCC#Cc1cnc2c(c1)C(=O)N([C@H](C)CO)C[C@@H](C)[C@H](CN(C)C(=O)c1cccc(F)c1)O2	0.4	-29	-1	/	3	-2	-0.1	-5
Cc1ccc(C(=O)NCCc2nnc3ccc(N4CCCC4)nn23)cc1	0.0	0	1	-3	-6	4	0.0	-6
N=C1C2=C3Sc4ccccc4N3CCCC2=NN1c1cccc(S(=O)(=O)O)c1	0.0	3	-2	-2	-4	1	0.1	-9
CCCOc1ccc(-c2csc(NC(=O)CN3C(=O)CCC3=O)n2)cc1	-0.1	8	-1	-6	/	/	/	-4
C=CCNC(=O)COC(=O)/C=C/c1cccs1	0.0	3	3	/	-5	-3	/	-12

Reprinted from the part before: two compounds, followed by the next part.
SMILES	XiGFP reactiv	EWS-Fli inh	S100A4 MyoIIA	FN deposit inh	RAD54 branch	esBAF inh	E-selectin induc	RAD52 inh
CCCOc1ccc(-c2csc(NC(=O)CN3C(=O)CCC3=O)n2)cc1	-0.1	8	-1	-6	/	/	/	-4
C=CCNC(=O)COC(=O)/C=C/c1cccs1	0.0	3	3	/	-5	-3	/	-12
COc1cc2cc(CCCOC(=O)c3cc(OC)c(OC)c(OC)c3)oc(=O)c2cc1OC	0.0	-3	-1	0	0	5	-0.2	19
O=C(NNc1cc(Cl)ccc1Cl)c1cccs1	0.0	-35	14	5	-22	/	0.6	-11
COc1ccc(C(=O)Nc2ccc3c(c2)OC[C@H](C)NC[C@@H](C)[C@H](OC)CN(C)C3=O)cc1	-0.2	-3	10	-8	7	-2	6.8	-6
CC(C)N(CCCNC(=O)C1CCC(CNS(=O)(=O)c2ccccc2)CC1)Cc1ccccc1 (stereo not given)	0.0	16	2	-4	-3	4	/	2
CC(C)(C)OC(=O)N1CCCC(C(=O)Nc2cccc(C(=O)N3CCCCC3)c2)C1 (stereo not given)	0.1	0	2	-4	-13	-12	-0.4	-3
CCCCCC1CC(=O)NC1(C(=O)OCC)C(=O)OCC (stereo not given)	0.1	1	-13	-5	/	-4	/	-11
CCn1c(C)nnc1SCC(=O)Nc1ccc(Cl)cc1	0.2	1	-10	5	-7	1	-0.2	-23
Cc1ccc(Oc2ccc3c(c2)C(=O)N(c2ccc(S(=O)(=O)Nc4nccs4)cc2)C3=O)cc1	/	-2	-2	/	-13	-9	/	-16
COc1cccc(NC(=O)/C=C/c2ccco2)c1	0.0	-88	-5	-8	/	/	3.4	-62
O=c1c2ccccc2c(-c2cccc(C(F)(F)F)c2)nn1-c1ccccc1	-0.1	13	2	3	-9	-4	0.1	-11
C[C@H]1CN([C@@H](C)CO)C(=O)c2cc(N(C)C)ccc2O[C@@H]1CN(C)Cc1ccc(C(F)(F)F)cc1	0.3	-6	4	3	-7	-6	0.1	-2
CCN(CC(=O)NCc1ccc(Cl)cc1)S(=O)(=O)c1ccc(F)cc1	-0.1	-16	1	-6	-5	1	0.1	-14
CCn1c(=O)cc(OCC(=O)Nc2ccccc2N2CCN(C)CC2)c2ccccc21	0.0	13	1	15	-12	-5	/	-7
Cc1ccc(S(=O)(=O)Nc2ccc3c(c2)C(=O)N([C@H](C)CO)C[C@H](C)[C@@H](CN(C)S(=O)(=O)c2cccs2)OCCCC[C@@H](C)O3)cc1	0.4	-6	1	/	4	-3	0.1	14
Cc1occc1C(=O)N/N=C/C(Br)=C\c1ccccc1	?	-26	2	1	6	/	/	-5
COc1cc(CNC(C)c2ccccc2)c(Br)cc1OCC(N)=O (stereo not given)	/	0	27	/	-1	-1	/	-3
O=C(Nc1ccccc1)Nc1ccno1	0.4	-9	-5	-11	/	12	/	-17
O=C(CCCCC(=O)NN=Cc1ccccc1O)NN=Cc1ccccc1O	0.3	12	-6	2	5	/	0.3	-4
Cc1noc(C)c1NC(=O)N(C)C[C@H]1OCCCC[C@@H](C)Oc2ccc(NC(=O)NC(C)C)cc2C(=O)N([C@H](C)CO)C[C@@H]1C	0.1	-8	-5	/	-1	-9	0.1	10
C=CC[C@H](CC(=O)NCCO)C(=O)NC[C@@H](OC(=O)[C@@H](CC=C)Cc1ccc(F)cc1)c1ccccc1	0.0	7	-6	28	2	0	-0.1	4
CC(C)OC(=O)N(C)C[C@H]1OCc2ccccc2-c2c(n(C)c3ccccc23)C(=O)N([C@@H](C)CO)C[C@@H]1C	-1.0	11	-7	-11	0	-7	0.4	17
Cc1cc(NC(=O)C2CCCN(S(=O)(=O)c3c(C)noc3C)C2)no1 (stereo not given)	0.1	-3	2	1	-6	-4	0.5	-5
Cc1cc(C)c(C#N)c(SCC(=O)NC(C)(C)C)n1	-0.2	-2	2	5	3	6	0.0	-14
C[C@@H]1CN([C@@H](C)CO)C(=O)Cc2cc(NC(=O)Cn3cnnn3)ccc2O[C@H]1CN(C)C	-0.7	2	18	/	6	-2	/	-12
C[C@@H]1CN([C@@H](C)CO)C(=O)c2cc(NS(=O)(=O)c3ccc(Cl)cc3)ccc2O[C@@H](C)CCCCO[C@H]1CN(C)Cc1ccc2c(c1)OCO2	0.2	-24	7	-6	-7	-11	/	46

Following part:
SMILES	XiGFP reactiv	EWS-Fli inh	S100A4 MyoIIA	FN deposit inh	RAD54 branch	esBAF inh	E-selectin induc	RAD52 inh
Cc1cn([C@H]2C[C@H](O)[C@@H](CNCc3cnc(N4CCOCC4)nc3)O2)c(=O)[nH]c1=O	0.0	-12	-5	0	0	-5	/	-16
COCC#Cc1ccc([C@H]2[C@H](CO)N3C(=O)CN(C(=O)Nc4ccc(F)cc4)C[C@@H]23)cc1	0.5	1	-3	/	/	/	-0.4	-20
O=C(O)c1ccc(/C=N/Nc2ccc(Cl)nn2)cc1	0.2	1	1	0	3	5	0.2	-18
O=C(CSCc1ccc(Cl)cc1)Nc1ccccc1O	0.0	26	-4	-8	-4	-7	/	-4
COc1ccc2c3c([nH]c2c1)[C@H](CO)N(C(=O)C1CCCC1)CC31CN(C)C1	0.1	13	-1	/	/	/	0.0	6
CC(C)n1c(COc2ccccc2)nc2ccccc21	-0.1	-2	1	-12	3	-1	5.0	-32
CCCc1cc(=O)oc2c3c(cc(OCC(=O)NCC4CCC(C(=O)O)CC4)c12)OC(C)(C)CC3 (stereo not given)	/	9	-5	/	3	-2	/	-4
Cc1cc(NC(=O)CSCC(=O)OCC(=O)Nc2cc(C)c(C)cc2[N+](=O)[O-])no1	0.0	4	-5	-2	/	4	2.7	-6
